Tb PYK inh – inhibitors of Trypanosoma brucei pyruvate kinase; TbPYK enzyme, Kinase-Glo Plus ATP luminescence, 45 min; Potency, µM (titrated, usually from 76.8 µM), for the others: top-dose activity, negative = inhibition, usual class: inhibitors; actives 0.12% (n = 410,000); active means well fitted inhibition curve with a large enough effect; inconclusive means small, poorly fitted or top-dose-only effect; further: nearly all actives have a fitted effect of over 50% in size
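Glycolytic pyruvate kinase of T. brucei was incubated with substrate, test compound and 130 uM ADP for 45 minutes at room temperature. Luminescent Kinase-Glo Plus signal was measured after 10 minutes.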
* = called active by the depositor; ? = inconclusive; [ ] = another dose, or the depositor's remark. On the % scale 0 is the no-effect control and ±100 the full control effect; potency means the concentration at half of the fitted maximal effect. Only part of the results is shown, so the mix of outcomes need not match the whole.

SMILES | Tb PYK inh
Cc1ccc(N2CC(NC(=O)CCCc3ccccc3)CC2=O)cc1 (stereo unspecified) | -6.2%
Cc1oc2c(c(C)cc3oc(=O)c(CC(=O)NCCc4ccc(Cl)cc4)c(C)c32)c1C | -1.7%
CC1CN(C(=O)CCC(=O)NCc2cccc(Cl)c2)c2ccccc2S1 (stereo unspecified) | 5.1%
COc1cc(OC)c(NC(=O)CN(C)S(=O)(=O)c2ccc3c(c2)CCCC(=O)N3)cc1Cl | -7.5%
COc1cccc(C2c3c(oc4cc(C)cc(C)c4c3=O)C(=O)N2CCc2ccc(OC)c(OC)c2)c1 (stereo unspecified) | 0.8%
COC(=O)c1ccc(NC(=O)CN2C(=O)c3cccc4cccc2c34)cc1 | 0.3%
Cc1cccc(CN2C(=O)CN=C(c3ccccc3Cl)c3cc(Cl)ccc32)c1 | -1.5%
CCc1ccccc1Nc1nn2c(=O)c3ccc(C(=O)NCc4ccc(C)cc4)cc3nc2s1 | -1.3%
N#CC(CC(=O)OCc1ccccc1)NC(=O)OCc1ccccc1 (stereo unspecified) | 3.1%
CCN(C(=O)C1CCN(S(=O)(=O)c2ccc3c(c2)CCCN3C(C)=O)CC1)c1cccc(C)c1 | 1.3%
COc1ccc(NC(=O)Cn2c(=O)n(CCC(=O)NCCc3ccc(OC)c(OC)c3)c(=O)c3ccccc32)cc1Cl | -0.5%
CCOC(=O)c1c(Nc2ccccc2)nnc(-c2ccccc2)c1-c1ccccc1 | -2.4%
CCOC(=O)C1=C[C@@H](C(C)(C)C)N(S(=O)(=O)c2ccc(OC)cc2)[C@H]1c1ccccc1 | -0.3%
CCc1ccc(NC(=O)Cn2c3ncccc3c(=O)n2-c2ccc(C)c(C)c2)cc1 | -9.3%
COc1ccc2c(c1)c1c(c(=O)n(CCc3ccccc3)c(=O)n1Cc1ccc(Cl)cc1)n2C | -6.7%
COC(=O)c1cc2oc(C)cc2n1Cc1cc(C)ccc1C | -16.6%
O=C(CCNC(=O)c1ccccc1Cl)Nc1ccc2c(c1)OCCO2 | 4.9%
COc1ccc(-n2nnc(-c3nc(-c4cccs4)no3)c2N)cc1 | 0.3%
O=C(CSCc1ccc(F)cc1)N1CCc2c([nH]c3ccccc23)C1c1ccc(Cl)cc1 (stereo unspecified) | -5.4%
COc1ccc(C2CC(=O)N(Cc3ccccc3C)c3c2c(C)nn3-c2nc(C)cc(C)n2)c(OC)c1 (stereo unspecified) | 2.2%
CCCC(=O)N1CCC1(C)C(=O)NS(=O)(=O)c1ccc(C#N)cc1 (stereo unspecified) | -11.9%
CCN(CC(=O)Nc1cccc(F)c1)CC(=O)Nc1ccc2c(c1)OCCO2 | 1.0%
CN(c1cc(Cl)c2c(c1)OCO2)c1cc2c(c3c1ccn3C)C1CCC2C1 (stereo unspecified) | 1.4%
COC(=O)c1cc(OC)c(OC)c(OC)c1NC(=O)c1cc(=O)n(C)c(=O)n1C | -6.1%

Another view of 2 compounds above.
molecule	Tb PYK inh
O=C(CCNC(=O)c1ccccc1Cl)Nc1ccc2c(c1)OCCO2	4.9%
CCOC(=O)c1c(Nc2ccccc2)nnc(-c2ccccc2)c1-c1ccccc1	-2.4%

Additional records follow:
SMILES | Tb PYK inh
COc1ccc(S(=O)(=O)Nc2ccc(-c3cn4c(C)csc4n3)cc2)cc1 | -3.9%
Cc1cc2oc(=O)cc(CN3CCN(c4ccc(Cl)c(Cl)c4)CC3)c2cc1Cl | 5.9%
O=C(CSc1nnc(-c2c[nH]c3ccccc23)n1C1CC1)NC1CCS(=O)(=O)C1 (stereo unspecified) | 6.3%
CCCCCNS(=O)(=O)c1ccc(N2CCCCS2(=O)=O)cc1 | -6.7%
CCc1nc2c(OCc3ccc(C(=O)OC)cc3)cccn2c1N(C)C(=O)c1ccc(C)cc1 | 3.2%
COc1ccc(S(=O)(=O)N2CCN(CC(=O)Nc3ccc(Cl)c(C(F)(F)F)c3)CC2)cc1 | 1.3%
CC[C@H](C)[C@@H](COC=O)NC(=O)[C@H]1O[C@@H](n2ccc(N)nc2=O)[C@H](O)[C@@H]1O | -0.8%
NCc1csc(Nc2cc(Oc3ccccc3)ncn2)n1 | -5.5%
CCCNC(=O)C1CCC(Cn2c(=O)c3sccc3n(CC(=O)N3CCCC3)c2=O)CC1 (stereo unspecified) | -3.4%
CCCCOc1ccc(CN2C(=O)C(=O)c3cc(Br)cc(C)c32)cc1OC | -4.8%
Cc1cc(C)c2c(CN(C)Cc3ccccc3)cc(=O)oc2c1 | 3.6%
CC(=O)c1cccc(Nc2ccc(C#N)cc2)c1 | 4.3%

A different layout for part of the listing above:
> COc1cccc(C2c3c(oc4cc(C)cc(C)c4c3=O)C(=O)N2CCc2ccc(OC)c(OC)c2)c1 (stereo unspecified)
  Tb PYK inh: 0.8%
> COC(=O)c1ccc(NC(=O)CN2C(=O)c3cccc4cccc2c34)cc1
  Tb PYK inh: 0.3%
> Cc1cccc(CN2C(=O)CN=C(c3ccccc3Cl)c3cc(Cl)ccc32)c1
  Tb PYK inh: -1.5%
> CCc1ccccc1Nc1nn2c(=O)c3ccc(C(=O)NCc4ccc(C)cc4)cc3nc2s1
  Tb PYK inh: -1.3%

The list continues.
SMILES | Tb PYK inh
N#Cc1ccc(CN2Cc3ccccc3-n3nncc3C2)cc1 | -10.5%
COc1ccccc1CNc1nc2c(S(=O)(=O)c3ccccc3)nnn2c2ccc(Cl)cc12 | 1.3%
CCOC(=O)c1c(-c2ccccc2)csc1NC(=O)c1cc(-c2cccc(OC)c2)on1 | ?
CCn1c2ccccc2c2cc(CN3CCN(Cc4ccc(Br)cc4)CC3)ccc21 | 2.0%
Cc1ccc(C2=NN(CC(=O)NCCc3ccccc3)C(=O)CC2)cc1 | -3.3%
CCOc1ccc(NC(=O)c2nn(C)c3c2COc2ccccc2-3)cc1 | 0.8%
O=C(c1[nH]c(C(F)(F)F)nc1-c1ccccc1)N1CCN(c2ccncc2)CC1 | 2.8%
COc1ccc(C2c3c(oc4ccccc4c3=O)C(=O)N2c2nc(C)c(C)s2)cc1 (stereo unspecified) | 0.2%
COc1ccc(NC(=O)C2(C)CCN2C(=O)Cc2ccc(Cl)cc2Cl)cc1OC (stereo unspecified) | 5.2%
CCN1CCN(C(=O)Cn2ncc3c4ccccc4n(Cc4ccccc4)c3c2=O)CC1 | -5.0%
CC(=O)c1cccc(NC(=O)Cn2cnc3c2c(=O)n(C)c(=O)n3C)c1 | -5.4%
CCOc1ccccc1CNC(=O)c1ccc2c(c1)nc1n2CCCCC1 | -4.0%
O=C(Nc1cccc(C(F)(F)F)c1)N1CCC(CN2CCCCCC2)CC1 | 3.8%
CCCCCCn1c(=O)n2n(c1=O)[C@@H]1CN(S(=O)(=O)c3ccc(C)cc3)C[C@]1(O)[C@@H](OC(=O)NCc1ccc(OC)c(OC)c1)C2 | 3.5%
Clc1ccccc1CSc1nc(NCCc2ccccc2)c2ccccc2n1 | 0.3%
CC(=O)N1CCc2cc(S(=O)(=O)NC(Cc3ccccc3)C(=O)Nc3cccc(C)c3)ccc21 (stereo unspecified) | -7.2%
CCn1c(=O)c2sccc2n2c(CCC(=O)Nc3cc(C)cc(C)c3)nnc12 | -1.6%
CCOC(=O)C1=C(CS(=O)(=O)c2ccc(OC)c(Cl)c2)NC(=O)NC1c1cccc(OC)c1 (stereo unspecified) | 4.5%
CCOc1ccc(NC(=O)CSc2nc3ccsc3c(=O)n2CC)cc1 | -1.9%
CCOC(=O)[C@]12CCCC=C1N(Cc1cccc3ccccc13)C(=O)[C@H](CC(=O)NCc1ccc(OC)c(OC)c1)C2 | 2.2%
CCc1nn(Cc2c(C)cc(C)cc2C)c(=O)c2cc3cc(C)ccc3n12 | 1.0%
Cc1c(CCNC(=O)c2ccc(Br)o2)sc2nc(-c3ccc(Cl)cc3)nn12 | -3.2%
O=c1[nH]c2cc3ccccc3cc2nc1-c1nnnn1C1CCCC1 | -0.2%
CC(=Cc1ccccc1)C=C1SC(=S)N(CCCC(=O)Nc2ccc(C(=O)O)c(O)c2)C1=O | 2.2%
NC(CCc1ccccc1)c1csc(NC(=O)Nc2cccc(Cl)c2)n1 (stereo unspecified) | -21.1%
CCc1cccc(NC(=O)c2ccc3c(c2)c(C)c(C)n3Cc2ccc(F)cc2)c1 | 6.0%[15.4 µM]
CC1CCCCC1NC(=O)CSc1nnc(C(F)(F)F)n1C (stereo unspecified) | 4.2%
COc1ccc(CCNC(=O)c2cc(Nc3cc(C)cc(C)c3)nc3ccccc23)cc1OC | -2.6%
COc1ccccc1CCNC(=O)C(=O)NCC(c1ccco1)S(=O)(=O)c1ccc(C)cc1 (stereo unspecified) | 2.5%
COc1ccc(-n2ncc(C(=O)N3CCN(c4ncccn4)CC3)c2C2CCN(C(=O)OC(C)(C)C)CC2)cc1 | -11.5%[15.4 µM]
CC(=O)N1CCCc2cc(S(=O)(=O)NCc3ccc(OC(C)C)cc3)ccc21 | -7.1%
COc1ccc(Cl)cc1NC(=O)CSc1nnc2[nH]c(=O)cc(-c3ccccc3)n12 | -9.7%
C=CCN1[C@H](COCc2ccccc2)C=CS1(=O)=O | 0.6%
CCCNC(=O)C1(C)CCN(C(=O)c2cc(F)ccc2C)C1 (stereo unspecified) | -5.7%
O[C@@H]1C[C@H](c2ccc(Cl)cc2)N(CC2CCCCC2)C[C@H]1n1cc(C2CC2)nn1 | 4.2%
Cc1ccc(C(NC(=O)C2CCN(Cc3ccc(Cl)c(Cl)c3)CC2)c2ccccn2)cc1 (stereo unspecified) | -5.0%
CN(C(=O)OC(C)(C)C)c1ccc(-c2nc3ccccc3s2)cc1 | -7.2%
CCOC(=O)c1c(C)oc2nc(C)nc(Nc3ccc(CC)cc3)c12 | -3.5%
COc1cccc(NC(=O)c2cn(C3CCCCC3)c(=O)c3c2c2ccccc2n3C)c1 | -6.5%
C[C@H]1CN([C@@H](C)CO)S(=O)(=O)c2ccc(C#CC3(O)CCCC3)cc2O[C@@H]1CN(C)C(=O)Cc1cccnc1 | -10.4%
O=C(Nc1cc(Cl)cc(Cl)c1)N1Cc2ccccc2-n2nncc2C1 | -10.4%
CSc1nc(=O)c2c(n1C)NC(=O)CC2c1cc(F)cc(F)c1 (stereo unspecified) | 1.3%
COCCCNC(=O)c1cnc2sc(N3CCCCCC3)nn2c1=O | 1.5%
OC1c2cc(Br)ccc2N=C2CCCCCN21 (stereo unspecified) | -4.5%
FC(F)(F)c1cc(Cl)c2nc(-c3ccc(Cl)cc3)c(Cc3ccccc3)n2c1 | 2.2%
C[C@@H]1CN([C@@H](C)CO)C(=O)c2cc(-c3ccccc3F)cnc2O[C@H]1CN(C)Cc1cccc(F)c1 | 5.3%
COc1ccc(OC)c(CNS(=O)(=O)c2ccc(-c3cc(C(F)(F)F)on3)s2)c1 | 3.7%
OCCCNc1ncnc2c1ncn2[C@H]1CN(C2CCCC2)C[C@@H](CO)O1 | 4.9%

Four entries picked at random from those above:
SMILES | Tb PYK inh
CCOC(=O)c1c(-c2ccccc2)csc1NC(=O)c1cc(-c2cccc(OC)c2)on1 | ?
CCOc1ccc(NC(=O)c2nn(C)c3c2COc2ccccc2-3)cc1 | 0.8%
Cc1cccc(CN2C(=O)CN=C(c3ccccc3Cl)c3cc(Cl)ccc32)c1 | -1.5%
C[C@H]1CN([C@@H](C)CO)S(=O)(=O)c2ccc(C#CC3(O)CCCC3)cc2O[C@@H]1CN(C)C(=O)Cc1cccnc1 | -10.4%

The list goes on:
SMILES | Tb PYK inh
Cc1ccc2c(c1)c1c(c(=O)n(-c3ccccc3)c(=O)n1CC(=O)NCCC1=CCCCC1)n2C | 3.7%
CCOC(=O)c1c(-c2ccc(C)cc2)csc1NC(=O)c1cc(=O)c2cc(C)c(C)cc2o1 | 0.9%
CC(=NOC(=O)c1ccc(I)cc1)c1nccs1 | -4.1%
CC(C)c1ccccc1NC(=O)Nc1nnc([C@H]2C[C@H](O)[C@@H](CO)O2)s1 | 1.9%
Oc1ccc(CCNCCCCCCNCCc2ccccc2)cc1O | 10.4%
Cc1cc(NC(=O)CSc2ncc(C(=O)Nc3ccc(F)cc3)c(=O)n2C)no1 | -7.8%
Cc1cc(C)cc(NCc2nnc3n2CCCCC3)c1 | 5.7%
Cc1ccc(C)c(N2CCN(C(=O)Cn3cnc4onc(-c5ccc(F)cc5)c4c3=O)CC2)c1 | 2.9%
COc1ccc(S(=O)(=O)N(Cc2nc(-c3ccccc3)no2)C2CCCCC2)cc1 | -0.5%
COc1cccc(C(=O)NC2CC(=O)N(c3ccc4c(c3)OCCO4)C2)c1OC (stereo unspecified) | -3.9%
CC1(C(=O)NS(=O)(=O)c2cccs2)CCN1C(=O)CCc1ccc(Cl)cc1Cl (stereo unspecified) | -3.6%
COc1ccccc1N1CCN(C2CCCN(C(=O)c3cc(C(C)C)on3)C2)CC1 (stereo unspecified) | -7.8%
COc1ccc(NC(=O)COc2ccc(S(=O)(=O)NC3CCCCC3)cc2)c(OC)c1 | -5.9%
COc1cccc(C2CC(=O)Nc3cc(OC)c(OC)c(OC)c32)c1OC(C)C (stereo unspecified) | 0.4%
NS(=O)(=O)c1ccc(CCNC(=O)C2COc3ccccc3C2)cc1 (stereo unspecified) | -1.7%
COc1ccccc1NC(=O)CN(c1cc(C)cc(C)c1)S(=O)(=O)c1c(C)[nH]c(=O)[nH]c1=O | -2.2%
Cc1cc(Br)ccc1NC(=O)C(Cc1ccccc1)NS(=O)(=O)c1ccc(Br)s1 (stereo unspecified) | -7.5%
CCOC(=O)[C@]12CCC=C1N(Cc1ccc3c(c1)OCO3)C(=O)[C@H](CC(=O)NCCCCc1ccccc1)C2 | -10.7%
COc1cccc(CNC(=O)Cc2csc3nc(-c4ccccc4)cn23)c1 | 2.0%

Source: PubChem BioAssay (National Center for Advancing Translational Sciences (NCATS))
